Screening results (PubChem BioAssay)
PKM2 act: increases activity of human pyruvate kinase M2; P14618; purified PKM2, Kinase-Glo ATP luminescence, activation; response scale: 0% is enzyme alone, no compound; AID 1631; Potency, µM (series often up to 57.5 µM), inactives show at the top dose activation, usual class: activators; 260,000 tested, 0.34% active; also: potency is read from the fitted curve at half-maximal effect; % is scaled to controls: 0 for no effect and ±100 for the full control effect; nearly all actives have a fitted effect of over 55% in size
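Kinase-Glo luminescence reports ATP generated from ADP (0.1 mM) and PEP (0.5 mM) by purified hPK-M2 after 1 h at room temperature, pH 7.2 imidazole buffer; intermediate enzyme activity allows detecting inhibitors and activators.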
MBNL1 CUG block: MBNL1-poly(CUG) RNA binding inhibition; Q9NR56; TR-FRET MBNL1-His/biotin-(CUG)12 binding, 665/545 ratio; Potency, µM (titrated, usually from 57.5 µM), inactives show top-dose activity change, negative = inhibition, usual class: inhibitors; 280,000 tested, 0.036% active; active = well fitted inhibition curve with a large enough effect in the signal ratio, with a control signal flat, not every such curve was filed as active; inconclusive = small, poorly fitted or top-dose-only effect, or effect the other way, or a change in a side signal; inactive = no such curve, though single readings can be large or run the other way; the % refers to the signal ratio; also: potency is read from the fitted curve at half-maximal effect; % is scaled to controls: 0 for no effect and ±100 for the full control effect
Target sequence (Q9NR56 whole entry, looked up): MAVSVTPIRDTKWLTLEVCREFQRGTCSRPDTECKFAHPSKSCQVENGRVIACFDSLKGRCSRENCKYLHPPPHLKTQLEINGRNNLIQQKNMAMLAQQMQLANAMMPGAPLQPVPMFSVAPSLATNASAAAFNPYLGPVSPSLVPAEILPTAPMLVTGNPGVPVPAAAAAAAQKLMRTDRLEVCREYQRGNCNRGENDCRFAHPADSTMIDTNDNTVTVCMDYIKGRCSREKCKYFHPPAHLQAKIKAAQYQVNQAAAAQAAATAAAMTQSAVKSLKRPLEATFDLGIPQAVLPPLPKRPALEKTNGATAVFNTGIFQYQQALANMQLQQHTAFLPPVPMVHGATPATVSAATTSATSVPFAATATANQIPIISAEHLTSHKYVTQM
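Ratiometric TR-FRET (665 over 545 nm, excitation 340 nm) tracks disruption of MBNL1-His/biotin-(CUG)12 complex after 60 min at room temperature, with compounds at 92 nM to 58 uM final.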
Mito fusion yeast: blocks mitochondrial division or promotes mitochondrial fusion; 320,000 tested, 0.23% active; AID 485298; S. cerevisiae fusion-defective mutant growth rescue, CellTiterGlo 48 h; Potency, µM (highest dose often 46.1 µM), inactives show top-dose growth rescue (activation), actives largely listed as activators;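 also: potency is read from the fitted curve at half-maximal effect; % of control where 0% means no effect; nearly all actives have a fitted effect of over 45% in size; temperature-sensitive fusion mutants such as fzo1-1 at 37 °C on non-fermentable ethanol glycerol medium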
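Compounds are tested for their ability to restore growth of mitochondrial fusion-defective yeast strains at non-permissive 37C in YPEG medium over 48 hours. Viability is quantified by luciferase luminescence.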
Rab9 promoter act: activates the Rab9 promoter; Huh7 Rab9 promoter-luciferase reporter, luminescence, 24 h; Potency, µM (series often up to 9.22 µM), inactives show at the highest dose activation, negative = inhibition, most hits filed as activators; 320,000 tested, 2.8% active; AID 485297; also: potency is read from the fitted curve at half-maximal effect; % of control where 0% means no effect; nearly all actives have a fitted effect of over 60% in size
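Stable Rab9-luc Huh7, 1500 cells/well, 2 h settle; cmpd in DMSO, 24 h, 37 °C/5% CO2; luciferase reagent 10 min RT; luminescence.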
KCNH2 3.1 block: inhibitors of human KCNH2 3.1 potassium channel isoform. U2OS KCNH2 3.1, thallium flux FluxOr; active compounds read low. activity change, % (tested at about 1.8 µM). 340,000 tested, 0.95% active. AID 720553;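 active = maximum activity change below -70%; inconclusive = maximum activity change from -70% to -50%; inactive = maximum activity change above -50%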;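 also: thallium influx rate constant from kinetic fluorescence after stimulation buffer; % is scaled to controls: 0 for no effect and ±100 for the full control effect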
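U2OS cells transduced with KCNH2 3.1 mutant virus (1.77 x 10^8 /mL, 4 h), plated overnight at 37 C, loaded 45 min with FluxOr dye plus Red40 quencher. Thallium flux rate constant from kinetic reads after stimulation buffer, normalised to controls.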
FLuc counter: firefly luciferase modulation, counter-screen for miR-21 project. AID 588342. purified FLuc, Km substrates, luminescence inhibition. Potency, µM (series often up to 57.5 µM), for inactives: at the highest dose activity change, negative = inhibition, most hits filed as inhibitors. P08659. 360,000 tested, 6.9% active;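 also: potency is read from the fitted curve at half-maximal effect; plate controls were vehicle for no effect and reference inhibitor for full effect; nearly all actives have a fitted effect of over 55% in size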
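Purified P. pyralis luciferase, 10 nM final, with Km-level 10 uM D-luciferin and 10 uM ATP in 50 mM Tris acetate pH 7.5, 10 mM Mg acetate, 0.01% Tween-20, 0.05% BSA; 6-point qHTS titration about 60 µM downward; luminescence read.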
Gal4-VP16 FLuc: Gal4-VP16 reporter inhibition counter-screen; Drosophila S2 Gal4-VP16 UAS-luciferase, luminescence, 20 h; Potency, µM (highest dose often 53.6 µM), inactives show at the highest dose activity, negative = inhibition, hits mostly inhibitors; 310,000 tested, 3.5% active; AID 2546;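 also: Gal4-VP16 expression switched on by copper sulfate through the metallothionein promoter; potency is read from the fitted curve at half-maximal effect; % is scaled to controls: 0 for no effect and ±100 for the full control effect; nearly all actives have a fitted effect of over 50% in size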
NPC1 promoter act: activators of NPC1 promoter | Huh7 NPC1 promoter luciferase reporter, 24 h | Potency, µM (highest dose often 9.22 µM), for inactives: at the top dose activation, most hits filed as activators | 320,000 tested, 2.4% active;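 also: potency is read from the fitted curve at half-maximal effect; % of control where 0% means no effect; nearly all actives have a fitted effect of over 60% in size; reporter is driven by a mutant NPC1 promoter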
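Readout is luciferase luminescence, reflecting NPC1 promoter activation in stably transfected Huh7 cells after 24 h compound exposure at 37 °C in reduced-serum medium with 10% FBS.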
ELG1 repair inh: ELG1-dependent DNA repair inhibition; Potency, µM (doses to about 46.1 µM), inactives show at the highest dose activity change, negative = inhibition, hits mostly inhibitors; HEK293T ELG1-luciferase reporter, luminescence, 16 h; DNA damage induced by 5-fluorouridine; AID 504467; 330,000 tested, 2.3% active; also: potency is read from the fitted curve at half-maximal effect; % is scaled to controls: 0 for no effect and ±100 for the full control effect; nearly all actives have a fitted effect of over 55% in size
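DMSO vehicle served as the neutral condition. Each well held 2,000 cells given 5-fluorouridine plus compound; after 16 hr at 37 °C/5% CO2, ONE-Glo was added and luciferase measured 30 min later.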
Menin-MLL TR inh: displaces Texas Red mutant MLL peptide from human menin; Menin + Texas Red MLL mutant peptide, fluorescence polarization; Potency, µM (series often up to 61.6 µM), without a hit: top-dose FP activity change, negative = inhibition, most hits filed as inhibitors; 270,000 tested, 0.23% active; active = well fitted inhibition curve with a large enough effect in the polarisation, with a control signal flat, not every such curve was filed as active; inconclusive = small, poorly fitted or top-dose-only effect, or effect the other way, or a change in a side signal; inactive = no such curve, though single readings can be large or run the other way; the % refers to the polarisation; also: potency is read from the fitted curve at half-maximal effect; % of control where 0% means no effect; many of its hits are not listed in these tables
RORg inh: blocks mouse ROR gamma transcriptional activity; P51450; 310,000 tested, 5.4% active; Potency, µM (titrated, usually from 53.6 µM), for the others: at the top dose activity change, negative = inhibition, usual class: inhibitors; Drosophila S2 Gal4-RORgamma UAS-luciferase reporter, 20 h; AID 2551; also: potency is read from the fitted curve at half-maximal effect; % is scaled to controls: 0 for no effect and ±100 for the full control effect; nearly all actives have a fitted effect of over 60% in size
Target sequence (P51450 whole entry, looked up, the tested form may be a part): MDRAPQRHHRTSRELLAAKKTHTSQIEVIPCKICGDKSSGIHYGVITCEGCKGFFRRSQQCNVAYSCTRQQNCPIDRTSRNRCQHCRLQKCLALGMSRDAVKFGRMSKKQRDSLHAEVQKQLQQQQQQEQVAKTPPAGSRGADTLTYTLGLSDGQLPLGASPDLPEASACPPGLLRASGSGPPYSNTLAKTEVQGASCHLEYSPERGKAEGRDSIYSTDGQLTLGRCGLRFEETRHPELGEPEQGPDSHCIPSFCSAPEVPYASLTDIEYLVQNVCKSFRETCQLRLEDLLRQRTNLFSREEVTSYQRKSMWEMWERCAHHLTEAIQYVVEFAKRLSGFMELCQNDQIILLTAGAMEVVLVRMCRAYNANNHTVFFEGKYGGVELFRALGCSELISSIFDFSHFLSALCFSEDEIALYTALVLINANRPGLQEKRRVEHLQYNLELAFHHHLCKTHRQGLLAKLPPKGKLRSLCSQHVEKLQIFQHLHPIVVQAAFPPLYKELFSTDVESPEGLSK
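Schneider cells (Drosophila), stable Gal4 DBD–ROR gamma + UAS-luc; 1 hr cmpd preincubation; Cu2+ induction 700 uM final; 20 hr ambient; luminescence.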
Numbers without * were called inactive; & = joins results of further samples; [ ] = another dose, or the depositor's remark. Unless noted, calls follow the shape of the dose curve; as a rule, active = well fitted curve in the direction sought with a large enough effect; inconclusive = small, poorly fitted or top-dose-only effect, or another doubt; inactive = no such curve, though single readings can be large; an effect the other way counts as inactive or inconclusive. This is a subset; rates above refer to the full screens.

How did CCOc1ccccc1Nc1nc(N)nc(CN2CCCCC2C)n1 (stereo unspecified) do in these assays?
PKM2 act: 3%; MBNL1 CUG block: inconclusive; Mito fusion yeast: -5%; Rab9 promoter act: 1%; KCNH2 3.1 block: -21; FLuc counter: -3%; Gal4-VP16 FLuc: -7%; NPC1 promoter act: 1%; ELG1 repair inh: -19%; Menin-MLL TR inh: 11%; RORg inh: -7%

What do the screens show for `CCOc1cc(C2CC(=O)NC3=C2C(=O)C(C(=O)OC)C(C)C3)cc(Br)c1O` (stereo unspecified)?
PKM2 act: 23%; MBNL1 CUG block: 15%; Mito fusion yeast: -2%; Rab9 promoter act: 2%; KCNH2 3.1 block: 4; FLuc counter: 3%; Gal4-VP16 FLuc: 1%; NPC1 promoter act: 1%; ELG1 repair inh: -12%; Menin-MLL TR inh: 15%; RORg inh: inconclusive

How did COc1cccc(CNC(=O)C2CCCN(c3nn4c(=O)cc(C)nc4s3)C2)c1 (stereo unspecified) do in these assays?
PKM2 act: -6%; MBNL1 CUG block: -5%; Mito fusion yeast: 6%; Rab9 promoter act: 10%; KCNH2 3.1 block: -2; FLuc counter: 1%; Gal4-VP16 FLuc: -2%; NPC1 promoter act: -1%; ELG1 repair inh: inconclusive; Menin-MLL TR inh: 4%; RORg inh: 1%

How did COC(=O)[C@@H]1C[C@H]2CC[C@H](O)C[C@H]2N1Cc1ccc(N2CCN(C)CC2)cc1 do in these assays?
PKM2 act: 3%&-2%; MBNL1 CUG block: 3%; Mito fusion yeast: 0%; Rab9 promoter act: -3%; KCNH2 3.1 block: -7; FLuc counter: -1%; Gal4-VP16 FLuc: 5%&1%; NPC1 promoter act: -2%; ELG1 repair inh: 13%; Menin-MLL TR inh: 14%; RORg inh: 0%&14%

Results for Cc1ccc(-c2c(C)cc3oc(=O)cc(-c4ccccc4)c3c2C)cc1 ?
KCNH2 3.1 block: 4; Gal4-VP16 FLuc: 3%; ELG1 repair inh: 13%; Menin-MLL TR inh: -1%[94.6 µM]; RORg inh: 15%

Results for C=CCN1CCN(C(c2ccccc2)c2nnnn2CCC(C)C)CC1 (stereo unspecified) ?
PKM2 act: -7%; MBNL1 CUG block: 5%; Mito fusion yeast: -7%; Rab9 promoter act: -2%; KCNH2 3.1 block: 18; FLuc counter: 1%; Gal4-VP16 FLuc: 3%; NPC1 promoter act: -1%; ELG1 repair inh: 5%; Menin-MLL TR inh: -4%; RORg inh: -17%

How did Cc1ccc(NC(=O)Cc2nc(CN(C)CC(=O)Nc3ccc(C)cc3)cs2)cc1 do in these assays?
Mito fusion yeast: 8%; Rab9 promoter act: 3%; KCNH2 3.1 block: -11; FLuc counter: -10%; NPC1 promoter act: -6%; ELG1 repair inh: inconclusive

How did Cc1cc(/C=N/NC(=O)c2c(Br)cnn2C)c(C)n1-c1cccc(Br)c1 do in these assays?
PKM2 act: -2%; MBNL1 CUG block: -3%[11.5 µM]; Mito fusion yeast: 18%; Rab9 promoter act: 2%; KCNH2 3.1 block: -17; FLuc counter: -20%; Gal4-VP16 FLuc: 7.1µM*; NPC1 promoter act: 0%; ELG1 repair inh: inconclusive; Menin-MLL TR inh: 2%; RORg inh: 6.3µM*

How did O=c1[nH]c(=O)c2nc3ccccc3nc2[nH]1 do in these assays?
MBNL1 CUG block: inconclusive; Mito fusion yeast: -4%&-4%; Rab9 promoter act: -33%[inhibitor][46.1 µM]; FLuc counter: 4%; NPC1 promoter act: 1%[46.1 µM]; ELG1 repair inh: inconclusive; Menin-MLL TR inh: 3%

Results for COc1ccc(-c2[nH]c(-c3ccc(C(=O)O)cc3)nc2-c2ccccc2)cc1 ?
PKM2 act: -2%; MBNL1 CUG block: 22%; Mito fusion yeast: -2%; Rab9 promoter act: -10%; KCNH2 3.1 block: 6; FLuc counter: inconclusive; Gal4-VP16 FLuc: 0%; NPC1 promoter act: -1%; ELG1 repair inh: inconclusive; Menin-MLL TR inh: inconclusive; RORg inh: 19%

What do the screens show for `Cc1ccc(CNc2ccc3c(c2)nc(C)n3C)cc1`?
PKM2 act: -2%; MBNL1 CUG block: -1%; Mito fusion yeast: -1%; Rab9 promoter act: 0.63µM*; KCNH2 3.1 block: 1; FLuc counter: 4.3µM*; Gal4-VP16 FLuc: inconclusive; NPC1 promoter act: 0.56µM*; ELG1 repair inh: inconclusive; Menin-MLL TR inh: -26%; RORg inh: -7%[1.91 µM]

How did O=C(Nc1c2c(nn1-c1ccc([N+](=O)[O-])cc1)CS(=O)(=O)C2)C1CC1 do in these assays?
MBNL1 CUG block: inconclusive; Mito fusion yeast: -2%; Rab9 promoter act: 0%; KCNH2 3.1 block: -13; FLuc counter: 2%; Gal4-VP16 FLuc: -4%; NPC1 promoter act: 5%; ELG1 repair inh: 14%; RORg inh: -4%

What do the screens show for `COc1ccccc1/C=C/C1NC(=O)NC(C)=C1C(=O)OC(C)C` (stereo unspecified)?
PKM2 act: 1%; MBNL1 CUG block: -6%; Mito fusion yeast: -6%; Rab9 promoter act: 1%; KCNH2 3.1 block: -22; FLuc counter: 1%; Gal4-VP16 FLuc: -6%; NPC1 promoter act: -4%; ELG1 repair inh: -5%; Menin-MLL TR inh: -20%; RORg inh: -4%

What do the screens show for `COc1ccc(NC(=S)NCCN2CCOCC2)cc1`?
PKM2 act: 6%; MBNL1 CUG block: 2%; Mito fusion yeast: 2%; Rab9 promoter act: 11%; KCNH2 3.1 block: 3; FLuc counter: -3%; Gal4-VP16 FLuc: -5%; NPC1 promoter act: -3%; ELG1 repair inh: 13%; Menin-MLL TR inh: 8%; RORg inh: -36%

What do the screens show for `CCSc1nc2ccc(C)cc2cc1C#N`?
PKM2 act: -31%; MBNL1 CUG block: 4%; Mito fusion yeast: -4%; Rab9 promoter act: -3%; KCNH2 3.1 block: -1; FLuc counter: -15%; Gal4-VP16 FLuc: -6%; NPC1 promoter act: -1%; ELG1 repair inh: -1%; Menin-MLL TR inh: -19%; RORg inh: -12%

How did CC(C)NC(=O)C1(c2ccccc2)CC1(Cl)Cl (stereo unspecified) do in these assays?
PKM2 act: -6%; MBNL1 CUG block: 5%; Mito fusion yeast: -3%; Rab9 promoter act: 6%; KCNH2 3.1 block: 24; FLuc counter: 1%; Gal4-VP16 FLuc: 0%; NPC1 promoter act: -1%; ELG1 repair inh: -1%; Menin-MLL TR inh: -12%; RORg inh: 8%

What do the screens show for `CN(C)C(=O)c1ccccc1-c1ccccc1`?
PKM2 act: 0%; MBNL1 CUG block: 3%; Mito fusion yeast: -7%; Rab9 promoter act: -4%; KCNH2 3.1 block: 1; FLuc counter: 0%; Gal4-VP16 FLuc: -4%; NPC1 promoter act: -5%; ELG1 repair inh: 7%; Menin-MLL TR inh: inconclusive; RORg inh: 28%

Results for COc1cccc(CN(C)C(=O)c2sccc2-c2ccccc2)c1OC ?
PKM2 act: 4%; MBNL1 CUG block: -1%; Mito fusion yeast: 1%; Rab9 promoter act: 14%; KCNH2 3.1 block: 19; FLuc counter: inconclusive; Gal4-VP16 FLuc: 4%; NPC1 promoter act: -2%; ELG1 repair inh: 2%; RORg inh: 14%

What do the screens show for `O=C(Nc1cccnc1)C1(c2ccccc2)CCCC1`?
PKM2 act: -2%; MBNL1 CUG block: -11%; Mito fusion yeast: -1%; Rab9 promoter act: -2%; KCNH2 3.1 block: -24; FLuc counter: 2%; Gal4-VP16 FLuc: 2%; NPC1 promoter act: -1%; ELG1 repair inh: 9%; Menin-MLL TR inh: 16%; RORg inh: -22%

What do the screens show for `CCOC(=O)C1=C(C)Nc2ccccc2N=C1NC(=O)Cc1ccc(OC)cc1`?
PKM2 act: -10%; MBNL1 CUG block: -1%; Mito fusion yeast: -2%; Rab9 promoter act: -2%; KCNH2 3.1 block: -2; FLuc counter: 4%; Gal4-VP16 FLuc: 10%; NPC1 promoter act: -3%; ELG1 repair inh: -2%; Menin-MLL TR inh: -5%; RORg inh: 0%

How did Cc1ccccc1CNC(=O)c1ccc2ccccc2n1 do in these assays?
PKM2 act: 4%; MBNL1 CUG block: 8%; Mito fusion yeast: inconclusive; Rab9 promoter act: -4%; KCNH2 3.1 block: -4; FLuc counter: inconclusive; Gal4-VP16 FLuc: 16%; NPC1 promoter act: 1%; ELG1 repair inh: 0%; Menin-MLL TR inh: -26%; RORg inh: -2%

Results for Nc1nc(N2CCN(Cc3ccccc3)CC2)n[nH]1 ?
PKM2 act: -14%; MBNL1 CUG block: -5%; Mito fusion yeast: -2%; Rab9 promoter act: -10%; KCNH2 3.1 block: -5; FLuc counter: -2%; Gal4-VP16 FLuc: -3%[10 µM]; NPC1 promoter act: -4%; ELG1 repair inh: 0%; Menin-MLL TR inh: 0%; RORg inh: 0%

How did Cc1ccc(NC(=O)C2CC(=O)OC23CCOC(C)(C)C3)cc1 (stereo unspecified) do in these assays?
PKM2 act: -1%; MBNL1 CUG block: 1%; Mito fusion yeast: -5%; Rab9 promoter act: -2%; KCNH2 3.1 block: -14; FLuc counter: 1%; Gal4-VP16 FLuc: 19%; NPC1 promoter act: -1%; ELG1 repair inh: inconclusive; Menin-MLL TR inh: -2%; RORg inh: -23%
